Screening data as filed in PubChem BioAssay.
TDP2 absorb: TDP2 (human) inhibition, absorbance primary screen; recombinant TDP2, T5PNP hydrolysis, p-nitrophenol absorbance 415 nm; inhibition, % at 12.8 µM; 370,000 compounds, 0.34% hits; AID 720702;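 active means inhibition above the mean of all tested compounds plus 3 SD, set per campaign, cut at about 25% in these data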;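 further: 0% = DMSO with enzyme and 100% = buffer with substrate but no TDP2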
Target sequence (O95551 whole entry, looked up): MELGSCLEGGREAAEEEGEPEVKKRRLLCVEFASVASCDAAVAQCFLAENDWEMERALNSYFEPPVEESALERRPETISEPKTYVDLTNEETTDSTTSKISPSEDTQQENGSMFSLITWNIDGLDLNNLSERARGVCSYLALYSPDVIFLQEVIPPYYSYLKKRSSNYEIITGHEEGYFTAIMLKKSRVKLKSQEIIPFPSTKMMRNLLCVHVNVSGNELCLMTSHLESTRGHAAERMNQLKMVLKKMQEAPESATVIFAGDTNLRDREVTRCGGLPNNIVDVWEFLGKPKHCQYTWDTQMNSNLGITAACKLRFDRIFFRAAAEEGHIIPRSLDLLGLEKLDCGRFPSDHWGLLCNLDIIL
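Read-out basis: percent inhibition. System: recombinant human TDP2. Buffer or medium: Mg2+-containing Tris-HCl buffer, pH 7.5. Repeats: single replicate. Timing: reaction 2 h, 37 °C. Benchmarks: high control without enzyme, low control DMSO plus TDP2. Probe or stimulus: 5 mM T5PNP. Doses: 12.8 µM only. Measured by: epi absorbance of p-nitrophenol freed from T5PNP by hydrolysis.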
UHRF1 MBD2 ctr: blocks human UHRF1 binding to methylated DNA; Q96T88; UHRF1 binding to methylated oligo, TR-FRET; inhibition, % at 4.4 µM; 370,000 compounds, 0.75% hits; in the data active means inhibition above about 21%;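 further: UHRF1 SRA domain binding a hemimethylated CpG hairpin DNA probe; 0% = median of test compound wells and 100% = reference inhibitor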
TCR-CD3 inh: blocks the human TCR-CD3 interaction. TAMRA-labeled TCR probe fluorescence, biochemical. inhibition, % at 9.4 µM. 360,000 compounds, 0.37% hits; in the data active means inhibition above about 19%;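 further: recombinant mutant TCR 2C K166C tagged with TAMRA read by polarization; 0% = receptor in buffer alone and 100% = receptor with positive control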
proKLK7 act: activates the human kallikrein-7 zymogen; P49862; purified proKLK7, EDANS-DABCYL substrate fluorescence; 100% is mature enzyme control, 0% vehicle; activation, % at 7 µM; 370,000 compounds, 0.9% hits;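 active means activation above the mean of all tested compounds plus 3 SD, computed per campaign excluding outliers beyond control limits, cut at about 13% in these data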
LEDGF integ inh: blocks HIV-1 LEDGF/p75-dependent DNA integration; TR-FRET IN-LEDGF/p75 DNA integration, Eu/Cy5; inhibition, % at 3.7 µM; 370,000 compounds, 0.64% hits; AID 743269;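 active means inhibition above the screen-wide mean plus 3 SD, cut at about 13% in these data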;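 further: signal is the Cy5 over europium emission ratio at 671 and 618 nm; 0% = plate median of compound wells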
SIAE inh: human SIAE inhibition, primary screen; SIAE FP-Rh probe binding, fluorescence polarization; Q9HAT2; inhibition, % at 9.66 µM; 370,000 compounds, 0.69% hits; AID 1053197;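 active means inhibition above a cutoff: mean of compounds within the control limits plus 3 SD of those, cut at about 17% in these data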;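 further: 0% = plate median of compound wells and 100% = probe without SIAE protein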
DDE Tn6 FP inh: inhibitors of Tn6 peptide binding to human fibrin DD(E). Fibrin DD(E) TRITC-Tn6 fluorescence polarization displacement. inhibition, % at 8.3 µM. 370,000 compounds, 0.21% hits. AID 720509;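 active means inhibition above a per-campaign cutoff: mean of compounds within control limits plus 3 SD, cut at about 15% in these data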;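 further: 0% = median of all compound wells on the plate and 100% = blocking peptide control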
Target sequence (P02675 whole entry, looked up): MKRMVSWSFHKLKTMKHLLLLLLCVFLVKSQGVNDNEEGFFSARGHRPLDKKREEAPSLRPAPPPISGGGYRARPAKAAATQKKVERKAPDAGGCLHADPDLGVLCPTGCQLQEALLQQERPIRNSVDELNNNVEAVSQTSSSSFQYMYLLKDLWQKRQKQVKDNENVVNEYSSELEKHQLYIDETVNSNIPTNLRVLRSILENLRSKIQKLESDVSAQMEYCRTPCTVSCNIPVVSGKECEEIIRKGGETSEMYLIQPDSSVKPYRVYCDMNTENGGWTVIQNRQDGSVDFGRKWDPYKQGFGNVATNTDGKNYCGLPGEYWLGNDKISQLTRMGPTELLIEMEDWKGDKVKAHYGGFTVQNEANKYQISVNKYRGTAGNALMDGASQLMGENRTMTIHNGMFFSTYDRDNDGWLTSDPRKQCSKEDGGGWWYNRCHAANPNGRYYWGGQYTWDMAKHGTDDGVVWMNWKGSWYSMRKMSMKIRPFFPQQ
MBD2 DNA inh: inhibitors of human MBD2 binding to methylated oligonucleotide; inhibition, % at 4.4 µM; AID 686964; 370,000 compounds, 0.31% hits; TR-FRET; in the data active means inhibition above about 13%
PRMT1 inh: inhibitors of human PRMT1; Q99873; recombinant PRMT1, activity-based probe fluorescence polarization; inhibition, % at 2.79 µM; 370,000 compounds, 1.3% hits; AID 652257;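 active means inhibition above about 21% made by adding two undisclosed values, limit read from the data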
DDE Tn7 FP inh: disrupts Tn7 cyclic peptide binding to fibrin D-Dimer-E complex; FP displacement of FITC-Tn7 peptide from fibrin DD(E); 0% = median of compound wells per plate; inhibition, % at 8.3 µM; 370,000 compounds, 0.13% hits; AID 720508;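 active means inhibition above the mean of compounds falling within the control limits plus 3 SD of them, cut at about 14% in these data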;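 further: 0% = plate median of compound wells and 100% = 10 µM Aha-Tn7 peptide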
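Assay system: human fibrin DD(E). Input: DD(E) 2 µM final. Medium: Tris buffer with calcium and detergent, pH 7.8. Compound dosing: single point at 8.3 µM. Timing: 10 min plus 3 h, room temperature. Technique: fluorescence polarization of the labelled Tn7 tracer. Read-out: percent inhibition. Replicates: singlicate testing.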
Starred values were filed as active, the others as inactive; . = not tested or not shown. This is a random part of the collection; about 4.6% have a hit in one of these screens.

SMILES	TDP2 absorb	UHRF1 MBD2 ctr	TCR-CD3 inh	proKLK7 act	LEDGF integ inh	SIAE inh	DDE Tn6 FP inh	MBD2 DNA inh	PRMT1 inh	DDE Tn7 FP inh
COc1ccc(-n2cc(-c3ccccc3)c3c(NCCCN4CCOCC4)ncnc32)cc1	9	-1	-12	0.1	2	-2	-4	4	0	5
Cc1c(C)n2c(SCC(=O)NC3CCCC3)nnc2[nH]c1=O	2	4	-3	0.5	-1	5	1	2	2	2
COc1cc2nc(SCc3c(C)noc3C)n(CCC3=CCCCC3)c(=O)c2cc1OC	-11	1	-3	0.6	-1	-12	1	-1	-1	2
COC(=O)CC1C(=O)NCCN1C(=O)c1sc2ccccc2c1Cl (stereo not given)	-2	2	3	-0.1	8	-4	9	-1	-3	-7
O=C(/C=C/c1ccccc1)NCCc1c[nH]c2ccccc12	2	3	6	-0.3	5	-2	7	-8	0	0
COCCOC(=O)C1=C(C)OC(N)=C(C#N)C1c1ccc2c(c1)OCO2 (stereo not given)	6	7	-10	0.6	-2	2	7	-4	4	3
COC(=O)c1cc(NC2c3ccccc3C(=O)N2Cc2ccco2)cc(C(=O)OC)c1 (stereo not given)	4	2	3	0.3	2	0	0	-6	-1	-7
CC1(c2ccccc2Br)NC(=O)N(CC(=O)NC2CCCCC2)C1=O (stereo not given)	1	-2	3	0.2	2	6	3	4	-3	4
O=C(NCc1cccnc1)c1cc2ccccc2oc1=O	-6	-1	4	-0.8	0	3	0	-1	3	-7
O=C(CSc1ccc2nnc(-c3ccccc3)n2n1)N1CCCCC1	-16	5	-6	1.1	-3	-4	-2	2	4	-2
CCn1c(=O)cc(SCC(=O)N2CCN(c3ccccc3OC)CC2)c2ccccc21	2	-1	1	0.3	-4	1	-4	-1	-2	-5
O=C(N/N=C/c1cc([N+](=O)[O-])ccc1N1CCNCC1)c1ccc([N+](=O)[O-])cc1	-4	-2	5	-0.1	2	2	-5	1	-2	1
O=c1c[n+]([O-])c2ccccc2n1OCc1c(F)cccc1F	-1	-10	3	0.3	2	3	-8	-1	-1	-6
CCN1C(=O)[C@H]2[C@@H](c3ccc(-c4ccc(F)cc4)c(OC)c3)N[C@@](C)(C(=O)OC)[C@H]2C1=O	5	2	6	0.0	2	-1	-9	-4	-1	-3
COc1ccc(C(=O)OCC(=O)c2ccc(C)c(S(=O)(=O)N3CCOCC3)c2)cc1OC	5	-1	-8	-0.4	-3	0	0	-1	2	3
CN(CC(=O)Nc1cc(S(=O)(=O)N2CCCC2)ccc1Cl)Cc1cccs1	-12	0	11	0.6	3	6	-3	-2	-3	-3
O=C(COc1cccc(Cl)c1)N/N=C\c1cc2ccccc2nc1Cl	0	1	-4	0.7	-4	1	0	2	-1	-1
CN(Cc1ccc2nonc2c1)Cc1nc(Cc2cccc(F)c2)no1	8	-2	11	-0.1	1	11	7	-4	0	-5
O=c1cc(NCCc2ccccc2)c2ccccc2o1	-20	4	0	0.4	-1	-6	-4	5	9	-6
CCC(/C=N/NC(=O)C(=O)N/N=C/C(CC)CC)CC	6	0	-2	0.6	2	4	-1	4	-1	-1
CC(CNC(=O)CCc1nnc2ccc(N3CCC4(CC3)OCCO4)nn12)c1ccccc1 (stereo not given)	-6	0	2	0.1	1	3	-1	-3	-1	9
CCCOP(=O)(c1ccc(N(C)C)cc1)C(O)c1cc(OC)c(OC)c(OC)c1 (stereo not given)	8	-4	3	-0.1	1	4	9	1	-3	0
O=C1NC[C@@H](CCCCN2C[C@H](Cc3ccc(O)cc3)N(CCC3CCCCC3)C(=O)C2=O)N(CCC2CCCCC2)C1=O	-7	-2	-4	0.1	-1	6	-6	1	3	3
CCOC(=O)COc1nc(Nc2ccccc2C)nc(N(C)C)n1	7	2	3	-0.3	4	1	-11	3	-1	-6
N#Cc1ccc(Oc2ccc(NC(=O)C3CC=CCC3C(=O)O)cc2)cc1 (stereo not given)	11	-4	-1	-0.4	4	3	-2	2	-2	2
CCOC(=O)c1csc(NC(=O)C2CCCN(S(=O)(=O)c3ccc(Cl)s3)C2)n1 (stereo not given)	4	0	.	0.6	3	-6	2	5	-5	-2
O=C(CSc1ccc2ccccc2n1)NCCCN1CCCC1=O	1	0	7	0.3	0	1	-1	-1	1	4
NC(=O)NC(Cc1ccccc1)C(=O)O (stereo not given)	-7	4	-6	-0.2	-6	-8	-9	3	6	-3
COCCNC(=O)Cn1nc(-c2ccc(Cl)cc2)c2ccccc2c1=O	-27	6	-15	-0.6	6	3	1	-3	1	-7
CCn1c(-c2cc3ccccc3cc2O)n[nH]c1=S	2	-3	4	-21	5	10	-1	1	-1	-4
CN1CCN(c2nc3c(c(=O)n(C)c(=O)n3C)n2Cc2ccc(F)cc2)CC1	-10	1	-7	-0.2	-3	-2	-6	4	5	6
COc1ccc(C#Cc2c(-c3ccc(OC)cc3)oc3ccc(-c4ccc5c(c4)OCO5)cc23)cc1	-1	4	-5	-0.7	4	-8	-6	8	1	1
Clc1ccccc1-c1nnc(-c2cccnc2)o1	3	0	-10	-0.1	-2	-8	6	4	9	0
Cc1ccc(N=Cc2c(O)[nH]c3ccccc23)c([N+](=O)[O-])c1	-3	-1	1	0.2	0	-2	1	-1	-7	3
COc1ccc(NC(=O)CN(C)C(=O)c2ccc3ccccc3n2)cc1	11	1	2	-0.8	-1	11	0	2	0	5
CCOc1cc(C2NC(=O)NC(c3ccccc3)=C2C(=O)c2ccccc2)c(Br)cc1OCC(=O)O (stereo not given)	-4	-1	11	0.0	1	3	-1	-6	-1	8
COc1ccc(/C(O)=C2/C(=O)C(=O)N(CCCN(C)C)C2c2ccccc2)cc1OC (stereo not given)	-3	4	3	-0.2	-3	-6	-4	2	-2	6
Cc1cccc(NC(=O)CSc2nnc(CNC(=O)c3ccco3)o2)c1	-4	-1	-4	-0.1	-4	-4	0	-4	-2	-7
CC(C)(C)C(=O)Nc1cccc(S(=O)(=O)NC2=NCCC2)c1	6	1	8	0.3	-3	6	9	1	1	10
C/C(=C\c1ccccc1)C(=O)N1CCN(c2cccc(C(F)(F)F)c2)CC1	-1	1	3	0.2	-3	6	-3	0	4	4
CCOC(=O)c1nn(-c2ccccc2)cc1O	-12	-2	-1	-1.7	1	4	-2	-3	-1	-4
O=C(O)CSc1ccc(S(=O)(=O)N2CCCC2)cn1	4	-2	-3	-0.1	1	2	-3	3	-1	2
COCCNC(=O)CCc1nc(-c2ccccc2)no1	0	-2	6	-0.8	2	-4	-7	2	-2	-4
NC(=O)CC(NC(=O)c1ccccc1)c1ccc(N2CCc3ccccc3C2)c([N+](=O)[O-])c1 (stereo not given)	8	-4	-5	0.3	-2	11	-8	-2	1	-1
NC1(C(=O)O)CC1	1	6	-3	0.3	1	-5	-11	7	6	6
O=C(COC(=O)Cc1ccc(S(=O)(=O)N2CCOCC2)s1)NCc1ccccc1	-1	0	6	-0.6	0	0	14	-4	-3	-1
Cc1c(Cl)cccc1NC(=O)CNC(=O)CCS(=O)(=O)c1ccc(F)cc1	-11	0	-9	-0.3	-8	-7	-1	6	9	-2
COc1cc(-c2n[nH]c(=S)n2/N=C/c2cccn2C)cc(OC)c1OC	3	-4	-7	0.1	-1	7	1	-5	1	-5
O=C(C[C@H]1C/C=C\CC[C@H](Cc2ccc(F)cc2)C(=O)OC[C@H]2CCCN2C1=O)N[C@@H](CO)Cc1ccccc1	-5	-5	3	0.3	1	-2	-3	3	2	-1
c1ccc(-c2nn3nnnc3c3ccccc23)cc1	4	-1	7	0.2	-2	4	-5	0	-2	-1
CCCc1nnc(NC(=O)CCC(=O)NC2CCCCCC2)s1	0	0	-2	-0.3	1	-1	-4	-1	-1	-3
Cc1ccc(S(=O)(=O)CC(=O)c2cc(C)c(O)c(C)c2)cc1	-6	0	-5	-0.1	-1	1	4	0	-3	2
